Screening results from PubChem BioAssay.
S3 lipid droplet: qHTS Assay for Lipid Storage Modulators in Drosophila S3 Cells; Drosophila S3 cells, BODIPY lipid droplet fluorescence, 18-24 h; cells fed with added oleic acid; lipid storage change, negative = inhibition, % at the top dose, mostly 46.1 µM; hits show Potency in µM; actives 0.64% (n = 320,000); active means well fitted inhibition curve with a large enough effect in the signal ratio, with a control signal flat, not every such curve was filed as active; inconclusive means small, poorly fitted or top-dose-only effect, or effect the other way, or a change in a side signal; the % refers to the signal ratio
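Drosophila S3 cells loaded with oleic acid (400 uM, as added) and compounds at several concentrations; lipid droplets imaged by 488-nm laser-scanning cytometry, 500–530 nm intensity and object ratio to cell channel. Percent activity normalized to 20 uM Triacsin C.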
S3 lipid droplet cell count max: also measured in S3 lipid droplet; calls as there; cell number change, %; measured here: cell count max response;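 cells counted by Cell Tracker Red CMTPX staining in the red channel; peak over a dose series mostly up to 46.1 µM; percent activity relative to internal control wells on each plate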
The depositor's hits bear a star; i = inactive; ? = inconclusive; . = not tested or not shown. On the % scale 0 is the no-effect control and ±100 the full control effect; potency means the concentration at half of the fitted maximal effect. Only part of the results is shown; the hit share may differ from the screen's.

SMILES	S3 lipid droplet	S3 lipid droplet cell count max
CC(C)C(NC(=O)c1ccc(C(C)(C)C)cc1)C(=O)N1CCC(C(N)=O)CC1 (centres undefined)	-3.3%	-3.6
CN1CCC(=NNC(=O)c2cn(-c3ccccc3)nc2-c2ccccc2)CC1	?	.
N#Cc1cc(C(=O)c2cc(Cl)ccc2O)cn(CC2CCCO2)c1=O (centres undefined)	8.1%	-9.9
O=C(O)COc1cccc(/C=C2/SC(=S)N(Cc3ccccc3)C2=O)c1	-4.5%	3.9
O=C(CCC(=O)Nc1ccc(F)cc1)N/N=C/c1ccc(O)cc1O	7.5%	18.8
CN(C)S(=O)(=O)c1cccc(CSc2cccc[n+]2[O-])c1	3.4%	0.0
O=C(OCCN1C(=O)c2ccccc2C1=O)c1ccco1	9.5%	1.3
COc1ccc(N2CCN(C(CNC(=O)C(C)(C)C)c3ccco3)CC2)cc1 (centres undefined)	?	.
O=C(COC(=O)CCCN1C(=O)c2cccc3cccc(c23)C1=O)Nc1cccc(Br)c1	?	.
CCOC(=O)C(C)On1c(-c2ccccc2)nc2ccc([N+](=O)[O-])cc21 (centres undefined)	?	.
O=C(COC(=O)c1ccc2ccccc2n1)c1ccc(F)cc1	-6.8%	-2.5
CCc1ccccc1NC(=O)CCc1nc(-c2cccs2)no1	-2.9%	28.7
O=C(CSc1nnc2ccc3ccccc3n12)c1ccc(F)cc1	?	.
Cc1cccc(N2CCN(Cc3nc(CC4CC4)no3)CC2)n1	?	.
CCOc1ccc(CC(=O)NC2CCN(Cc3ccccc3)CC2)cc1	?	.
CCOC(=O)c1ccccc1N/C=C/C(=O)c1cccs1	?	.
C[C@@H](CN=[N+]=[N-])CN1CC[C@H](NC(=O)OCc2ccccc2)CCC1=O	?	.
Cc1nnc(NC(=O)c2ccc(Br)cc2)s1	21.4%	-0.8
O=C(Cn1ncc(Cl)c(Cl)c1=O)N1CCc2ccccc21	21.3%	.
CC1=NN(c2ccc(S(=O)(=O)O)cc2Cl)C(=O)C1	-0.8%	9.8
O=C(Nc1cccc(S(=O)(=O)NCc2ccco2)c1)c1cc(-c2ccccc2)nc2ccccc12	-5.7%	-27.4
CCN1CCN(C(=O)c2nn(-c3ccc(C)cc3)c(=O)c3c2c2ccccc2n3C)CC1	?	.
COc1ccccc1NC(=S)N1CCN(c2ccccn2)CC1	?	.
Cc1c(C(=O)N2CC(C)OC(C)C2)[nH]c2ccc(Br)cc12 (centres undefined)	i	-7.2
CSc1ccc(/C=C(\C#N)C(=O)NC2CCCCC2)cc1	?	.

Molecules above that have fluorine, in the order listed:
SMILES	S3 lipid droplet	S3 lipid droplet cell count max
O=C(CCC(=O)Nc1ccc(F)cc1)N/N=C/c1ccc(O)cc1O	7.5%	18.8
O=C(COC(=O)c1ccc2ccccc2n1)c1ccc(F)cc1	-6.8%	-2.5
O=C(CSc1nnc2ccc3ccccc3n12)c1ccc(F)cc1	?	.

Filtered by structure, the compounds so far containing a tert-butyl group (2)
SMILES	S3 lipid droplet	S3 lipid droplet cell count max
CC(C)C(NC(=O)c1ccc(C(C)(C)C)cc1)C(=O)N1CCC(C(N)=O)CC1 (centres undefined)	-3.3%	-3.6
COc1ccc(N2CCN(C(CNC(=O)C(C)(C)C)c3ccco3)CC2)cc1 (centres undefined)	?	.

The results go on.
SMILES	S3 lipid droplet	S3 lipid droplet cell count max
CCOC(=O)n1c(SCC(N)=O)nc2ccccc21	-4.0%	-3.0
CC(C)c1ccc(/C=C2\SC(=S)N(CCC(=O)NCCCn3ccnc3)C2=O)cc1	?	.
COc1ccc(C(=O)Oc2cc(/C=N/NC(N)=S)ccc2OC)cc1	-16.1%	-11.1
CNc1ccc(Br)cc(C(=O)/C=C/c2ccc(OC)cc2)c1=O	-2.9%	3.6
COC(=O)c1cc2ccsc2n1Cc1nc(-c2ccc(OC)cc2)oc1C	?	.
COc1ccccc1NC(=O)NCc1nc(-c2ccc(C(F)(F)F)cc2)no1	?	.
N#C/C(=C\c1ccc(-c2ccc(S(=O)(=O)N3CCOCC3)cc2)o1)C(=O)NC1CC1	?	.
CN(C)c1ccc(C(=O)Nc2nnc(C3=COCCO3)o2)cc1	-1.1%	4.6
CCN(CC)C(=O)CN(c1cc(Cl)ccc1OC)S(C)(=O)=O	5.4%	2.5
N/C(=N\OC(=O)c1ccc(Cl)cc1Cl)c1ccccn1	10.2%	27.7
c1nnc(-c2ccc3c(c2)OCO3)o1	?	.
Cc1cc(-c2nc3cccnc3s2)ccc1NS(=O)(=O)c1ccc2c(c1)OCCO2	?	.
CCCCNC(=O)N1CCN(c2ncccn2)CC1	0.9%	-2.7
O=C(CCc1nnc2ccc(N3CCC4(CC3)OCCO4)nn12)NCc1ccc(F)cc1	4.4%	11.0
Cc1ccnc(NS(=O)(=O)c2cccc3nsnc23)c1	?	.
CCOc1ccc(NCc2cccn2-c2nnc(N3CCC(C(=O)NCCCN4CCCCC4CC)CC3)s2)cc1 (centres undefined)	?	.
S=c1[nH]nc(-c2ccc3c(c2)OCO3)n1-c1ccccc1	1.4%	0.2
O=C(Nc1ncc(Cc2ccc(SC(F)F)cc2)s1)c1ccccc1	15.7%	-16.9
CCOC(=O)/C(=N\Nc1ccccc1[N+](=O)[O-])c1csc(Nc2ccccc2)n1	?	.
CSCCC1NC(=O)N(CC(=O)Nc2cccc3ccccc23)C1=O (centres undefined)	i	11.5
CCCCN(C)CCNC(=O)CSCc1ccc(C)cc1	4.2%	6.7
O=C(O)CCC(=O)Nc1nc2ccc([N+](=O)[O-])cc2s1	7.5%	-1.6
COC(=O)c1c(C)[nH]c(C(=O)/C=C/c2ccc(Cl)cc2)c1C	?	.
Cc1ccsc1C(=O)NCC(C)(C)N1CCOCC1	?	.
COc1cc(CCC(=O)NNC(=O)c2ccc(C)cc2)cc(OC)c1OC	6.3%	-19.9

Next records follow.
SMILES	S3 lipid droplet	S3 lipid droplet cell count max
CSc1nnc2c(n1)OC(c1cn(C)c3ccccc13)N(C(C)=O)c1ccccc1-2 (centres undefined)	?	.
Cc1ccn(CC(=O)O)c(=O)c1	?	.
C/C(=C\c1ccccc1)C(=O)c1c(C)cc(C)[nH]c1=O	4.3%	6.3
C=CCNC(=O)COC(=O)c1cccnc1Nc1ccccc1F	?	.
CCN(Cc1ccccc1)C(=O)c1ccccc1C	?	.
O=C(O)C1=C[C@H](C2CC2)C[C@H](OCCCCO)O1	-2.9%	2.8
O=C(Nc1nc(-c2ccccc2)cs1)c1cccc([N+](=O)[O-])c1	?	.
O=C(c1ccc(OC2CCN(C/C=C/c3ccccc3)CC2)cc1)N1CCCCC1	?	.
O=C(c1cc2cc(F)ccc2[nH]1)N1CCN(c2cccc(Cl)c2)CC1	?	.
O=C(c1ccccc1)N1N=C(c2ccccc2O)CC1c1ccc(Br)cc1 (centres undefined)	20.5%	6.1
COc1cc(/C=N/NC(N)=S)ccc1OCc1ccc(C)cc1	-14.4%	.
Cc1cccc(-n2c(N)c(C(=O)N3CCN(C)CC3)sc2=S)c1	-4.4%	3.3
CN(CC(=O)Nc1ccc(Cl)cc1)C(=O)CCc1ccccc1	?	.
COc1cc(OC)cc(C(=O)Nc2cc(-c3cn4cccnc4n3)ccc2C)c1	?	.
Nc1nc2ccccc2cc1S(=O)(=O)c1ccccc1	?	.
Cc1ccccc1CNC(=O)CN(c1cccc([N+](=O)[O-])c1)S(C)(=O)=O	-10.6%	11.0
CCN(CC)CC(=O)NCC1(c2ccccc2)CCCC1	?	.
COc1ccc(Cl)cc1-c1nc(SCC(=O)N(C)CCC#N)n[nH]1	?	.
O=C1CC(SC(=NCc2ccc3c(c2)OCO3)Nc2ccccc2)C(=O)N1 (centres undefined)	?	.
CCCn1c(N)c(C(=O)CSc2nnnn2-c2ccc(O)cc2)c(=O)n(C)c1=O	?	.
O=c1c2ccccc2c(C=NCc2ccccn2)c(O)n1-c1ccccc1Cl	4.6%	15.2
COc1ccccc1CNC(=S)Nc1ccc(S(N)(=O)=O)cc1	6.2%	6.5
CS(=O)(=O)N1CCC(Oc2ccccc2C(=O)NC2CCCCCC2)CC1	?	.
CC(=O)c1c(C)nc2ccc(Cl)cn12	?	.
Cc1ccc(S(=O)(=O)c2cc3cc(Br)ccc3oc2=O)cc1	2.9%	9.6

Carrying on.
SMILES	S3 lipid droplet	S3 lipid droplet cell count max
CCC(c1nc2ccccc2c(=O)n1CCCn1ccnc1)N1C(=O)c2ccccc2C1=O (centres undefined)	?	.
CCN1CCN(C(=O)C(C)Sc2nnc3nc(C)cc(C)n23)CC1 (centres undefined)	?	.
O=C(CSc1nc2ccccc2o1)N/N=C/c1ccccc1C(=O)O	?	.
Cc1ccc(C(=O)Cn2c(N3CCOCC3)nc3c2c(=O)n(C)c(=O)n3C)cc1	?	.
COc1cccc(NC(=O)COc2ccccc2C(N)=O)c1	?	.
O=c1c(C(c2ccc(O)cc2)c2c(O)nc3n(c2=O)CCS3)c(O)nc2n1CCS2	-8.2%	0.9
CCOC(=O)c1[nH]c2ccc(OC)cc2c1NC(=O)CN1CCC2(CC1)OCCO2	i	14.3
CCOc1ccc2nc(SCC(=O)NC3CC3)sc2c1	-4.7%	-3.2
CCN1CCN(C(=O)C(=O)c2c(C)[nH]c3ccccc23)CC1	?	.
CCN1CCN(C(=O)c2cc3cc([N+](=O)[O-])ccc3oc2=O)CC1	?	.
Fc1ccc(-c2cc3nc(-c4ccccc4)cc(N4CCN(CCN5CCOCC5)CC4)n3n2)cc1	?	.
CN(CC(=O)Nc1ccc(F)c(F)c1F)C(=O)C1CCCO1 (centres undefined)	3.7%	2.6
Nn1c(-c2ccccc2Cl)nnc1-c1ccccc1Cl	-11.3%	-28.9
CCN(CC)S(=O)(=O)c1cccc(C(=O)Nc2ccc(C#N)cc2)c1	?	.
COc1cccc(C2c3c(oc4ccccc4c3=O)C(=O)N2CCCN(C)C)c1OC (centres undefined)	15.7%	2.4
COc1ccc(OC)c(CCNC(=O)c2ccc(CS(=O)(=O)c3ccc(Br)cc3)o2)c1	?	.
CCOc1ccc(CCNC(=O)CSc2cc(=O)n(C)c3ccccc23)cc1OCC	?	.
O=C(NCc1ccc2c(c1)OCO2)c1ccc(Cl)nc1	i	.
COC(=O)c1sccc1N/N=C(\C)c1ccc(F)c(Cl)c1	?	.
O=C(O)CCCC(=O)Nc1ccc(Br)cc1	?	.
CC(C)n1cc(/C=C(\C#N)S(=O)(=O)c2ccccc2)c2ccccc21	?	.
CN(C)S(=O)(=O)c1ccc(/C(O)=C2/C(=O)C(=O)N(Cc3cccnc3)C2c2ccncc2)cc1 (centres undefined)	-2.1%	1.0
CCC(NC(=S)NCc1ccc(F)cc1)c1ccc(C)cc1 (centres undefined)	-2.5%	9.7
O=C(Nc1nc2ccc(S(=O)(=O)N3CCCC3)cc2s1)c1ccccn1	8.7%	12.8
Cc1ccc(C)c(NC(=O)c2nnn(Cc3ccccc3)c2N)c1	?	.

(listing goes on)
SMILES	S3 lipid droplet	S3 lipid droplet cell count max
O=C(N/N=C/c1ccc(Cl)cc1)C(=O)N1CCCCCC1	?	.
O=C(Nc1cccc2c1CCCC2)c1cc([N+](=O)[O-])cc([N+](=O)[O-])c1	-9.9%	5.2
Cc1ccc(S(=O)(=O)N2CCN(C(C)CC(=O)O)CC2)cc1 (centres undefined)	?	.
CCCC(=O)Nc1nnc(CCN2CCCCC2)s1	9.7%	-8.3
CCCn1c(NC(=O)CN2C(=O)NC3(CCCCC3)C2=O)nc2ccccc21	4.3%	7.3
CC(C)(C)C(=O)N1CCN(c2ccc(NC(=O)c3ccc([N+](=O)[O-])o3)cc2)CC1	i	19.6
CC1CC(C)CN(CCC(=O)Nc2cccc(Cl)c2)C1 (centres undefined)	?	.
CN(C)S(=O)(=O)c1cc(NC(=O)COC(=O)Cc2cccc3ccccc23)ccc1Cl	-16.2%	-10.2
OCCN1CCN(C(=S)Nc2cccc(C(F)(F)F)c2)CC1	-0.1%	-5.0
O=C(Cn1cccc1C(=O)c1ccccc1)NCCC1=CCCCC1	4.2%	0.1
Cc1ccc(OCC(=O)Nc2ccc(S(=O)(=O)Nc3onc(C)c3C)cc2)cc1	-2.2%	-8.6
Cc1ccc(OCCCC(=O)Nc2ccc(S(=O)(=O)Nc3cc(C)nc(C)n3)cc2)cc1	i	-14.7
Cc1cc(C)n(C(=O)/C(C#N)=N/Nc2cc(Cl)cc(Cl)c2)n1	?	.
COc1ccc(-c2ccc3nnc(SCC(=O)Nc4ccc(NC(C)=O)cc4)n3n2)cc1	21.0%	.
CC(Oc1cccc(Cl)c1)C(=O)Nc1cc(Cl)ccc1N1CCOCC1 (centres undefined)	?	.
Cc1ccc(-c2c3c(=O)n(C)c(=O)n(C)c3cn2N2CCOCC2)cc1	?	.
CCCCOC(=O)/C=C/c1ccc(OC(=O)OC)c(OC(=O)OC)c1	?	.
C#CCSc1nc(=O)c2cccnc2n1-c1ccc(C)cc1	-1.6%	-9.6
Cc1c(Cl)cccc1NC(=O)CNC(=O)c1ccc(F)cc1	6.5%	5.0
Cc1ccc(C(N)=O)cc1S(=O)(=O)Nc1cccc(C)c1C	i	.
CCOc1ccc(C(C)=O)cc1N1C(=O)C2C3C=CC(C3=C(C)C)C2C1=O (centres undefined)	i	-5.1
CCOc1ccc(-c2nnc(SCC(=O)O)n2Cc2ccccc2)cc1	?	.
Cc1cccc(C)c1NC(=O)CNc1ccccc1	i	.
CC1CCC(NC(=O)CCS(=O)(=O)c2ccc3c(c2)NC(=O)C(C)S3)CC1 (centres undefined)	-25.1%	.

3 compounds already listed, ordered by their value in S3 lipid droplet cell count max, highest first.
SMILES | S3 lipid droplet cell count max
CN(C)c1ccc(C(=O)Nc2nnc(C3=COCCO3)o2)cc1 | 4.6
S=c1[nH]nc(-c2ccc3c(c2)OCO3)n1-c1ccccc1 | 0.2
OCCN1CCN(C(=S)Nc2cccc(C(F)(F)F)c2)CC1 | -5.0
